High-throughput results from PubChem BioAssay.
Mtb UGM inh = M. tuberculosis UGM enzyme inhibitors, primary screen, biochemical, fluorescence polarization, single point | 320,000 tested, 0.06% active | inhibition, % at 10 µM | UDP-galactopyranose mutase (Mycobacterium tuberculosis (strain ATCC 25618 / H37Rv)), … | AID 504406, 2011 | purified UGM, fluorescence polarization probe displacement; in the data active means inhibition above about 10%, passing the limit was not always enough; inconclusive means no clear call, values can overlap the other calls
Target sequence (P9WIQ1 whole entry, looked up): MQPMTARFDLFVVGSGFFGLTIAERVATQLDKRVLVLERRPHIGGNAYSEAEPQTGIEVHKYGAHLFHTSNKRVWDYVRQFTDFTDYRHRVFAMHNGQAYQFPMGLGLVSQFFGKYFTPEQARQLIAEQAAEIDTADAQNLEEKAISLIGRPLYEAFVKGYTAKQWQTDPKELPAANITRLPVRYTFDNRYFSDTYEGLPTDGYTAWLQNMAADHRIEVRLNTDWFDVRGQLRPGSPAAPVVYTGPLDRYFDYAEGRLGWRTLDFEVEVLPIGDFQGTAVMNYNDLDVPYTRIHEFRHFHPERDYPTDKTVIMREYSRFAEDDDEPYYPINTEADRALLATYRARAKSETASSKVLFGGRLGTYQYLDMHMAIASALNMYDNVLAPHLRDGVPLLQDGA
BoNT-A LC inh2 = BoNT/A light chain protease inhibitors, primary screen, biochemical, flow cytometry, MLPCN library | inhibition, % at 10 µM | Botulinum neurotoxin type A light chain protease (Clostridium botulinum A str. ATCC 3502) | multiplex microsphere protease substrate cleavage | 360,000 tested, 0.17% active; in the data active means inhibition above about 30%; inconclusive means no clear call, values can overlap the other calls; further: plate controls were buffer without enzyme for full effect and enzyme alone for no effect
PrPC TRFRET = inhibitors of human cell surface prion protein PrPC, primary screen, cell-based, TR-FRET. TR-FRET read-out. Major prion protein (Homo sapiens), P04156. 370,000 tested, 0.43% active. inhibition, % at 13.8 µM; in the data active means inhibition above about 24%; further: 0% = median of the test wells and 100% = reference compound wells
BoNT-F LC inh = BoNT/F light chain protease inhibitors, primary screen, biochemical, flow cytometry, MLPCN library | 360,000 tested, 0.22% active | Multiplex microsphere protease cleavage assay | inhibition, % at 10 µM | Botulinum neurotoxin type F light chain protease (Clostridium botulinum); in the data active means inhibition above about 35%, passing the limit was not always enough; inconclusive means no clear call, values can overlap the other calls; further: plate controls were buffer without enzyme for full effect and enzyme alone for no effect
FadD28 FP inh = inhibitors of FadD28 bisubstrate probe binding, primary screen, biochemical, fluorescence polarization, single point; Mycobacterium tuberculosis FadD28 fatty-acid-AMP ligase; inhibition, % at 12.5 µM; 360,000 tested, 0.22% active; AID 588549, 2011; in the data active means inhibition above about 8.5%, passing the limit was not always enough; inconclusive means no clear call, values can overlap the other calls
GDH-TPI inh = GDH-TPI coupling enzyme inhibitors, primary screen, artefact control for M. tuberculosis FBA inhibitor project, biochemical, absorbance, full deck; GDH-TPI coupled enzyme counterscreen, NADH absorbance; inhibition, % at 4.8 µM; 360,000 tested, 1.2% active; AID 588335, 2011;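 further: 0% = DMSO wells and 100% = wells lacking the enzyme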
FBA Mtb inh = Mtb FBA enzyme inhibitors, primary screen, biochemical, fluorescence, strain H37Rv | Fructose-bisphosphate aldolase (Mycobacterium tuberculosis (strain ATCC 25618 / H37Rv)), … | purified M. tuberculosis FBA, fluorescence read-out | inhibition, % at 1 µM | 360,000 tested, 2.3% active; in the data active means inhibition above about 27%;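 further: 0% = vehicle and 100% = reference inhibitor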
Target sequence (P9WQA3 whole entry, looked up): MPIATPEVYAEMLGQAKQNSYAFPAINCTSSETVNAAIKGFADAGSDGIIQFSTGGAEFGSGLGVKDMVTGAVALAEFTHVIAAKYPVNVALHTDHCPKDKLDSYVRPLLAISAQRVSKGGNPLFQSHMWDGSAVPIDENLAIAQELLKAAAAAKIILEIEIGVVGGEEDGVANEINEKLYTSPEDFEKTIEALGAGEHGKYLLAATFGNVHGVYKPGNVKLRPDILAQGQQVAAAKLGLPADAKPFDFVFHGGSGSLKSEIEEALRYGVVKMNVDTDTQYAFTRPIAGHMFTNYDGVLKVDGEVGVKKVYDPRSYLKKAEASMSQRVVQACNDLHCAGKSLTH
CCHF vOTU inh = CCHFV vOTU protease inhibitors, primary screen, biochemical, Pep-AMC substrate, fluorescence; Crimean-Congo hemorrhagic fever virus L polyprotein viral ovarian tumor (vOTU) protease …; inhibition, % at 11.5 µM; 370,000 tested, 0.55% active; AID 651958, 2012; further: 0% = vehicle wells with enzyme and 100% = no enzyme wells
BioA inh = M. tuberculosis BioA enzyme inhibitors, primary screen, biochemical, plate reader, single point, HTS; purified M. tuberculosis BioA enzyme; inhibition, % at 9.99 µM; AID 602481, 2012; 360,000 tested, 0.096% active; in the data active means inhibition above about 40%; inconclusive means no clear call, values can overlap the other calls
An asterisk follows results filed as active; ? = inconclusive; . = no result given; & = joins results of further samples. Unless noted, no stated cut-off is given here; in the data, active means inhibition above about 30%; inactive means the rest. Hits appear at their usual frequency. About 4.8% of those tested had a hit in this group.

SMILES | Mtb UGM inh | BoNT-A LC inh2 | PrPC TRFRET | BoNT-F LC inh | FadD28 FP inh | GDH-TPI inh | FBA Mtb inh | CCHF vOTU inh | BioA inh
CN1CCCN(S(=O)(=O)c2ccccc2)CC1 | -2.1 | -2.1 | 11 | ? | 0.0 | -5 | 0 | -15 | .
c1ccc2cc(OCCN3CCCC3)ccc2c1 | 1.1 | -1.1 | -4 | -15 | -4.7 | 2 | 0 | 5 | -1.7
CCOc1ccc(Cn2c3ccc(OC)cc3c3nc4ccccc4nc32)cc1 | 3.4 | 4.7 | -3 | -2 | -3.5 | -4 | -3 | -9 | 8.1
COc1ccccc1N(C(=O)c1snc(C(N)=O)c1N)C(C(=O)NC1CCCCC1)c1cccc(OC)c1OC (configuration not stated) | 1.8 | -3.3 | 6 | -16 | -2.0 | 16 | 11 | 4 | -0.9
CC(=O)c1cc(CN2CCN(CCC(C)C)C(CCO)C2)cs1 (configuration not stated) | 0.0 | -1.3 | -6 | -11 | -4.5 | -2 | -2 | 3 | -0.6
COc1ccc(NC(=O)CSc2nc(N)c3cc4c(nc3n2)CC(C)(C)OC4)cc1 | 1.0 | 4.2 | 2 | 47* | -1.1 | 2 | 2 | 1 | -0.8
CCCC(=O)Nc1nnc(CCN2CCCCC2)s1 | -0.9 | . | -6 | . | -0.5 | -2 | 0 | -2 | -1.1
CC(C)C[C@H](NC(=O)N1CC(=O)Nc2ccccc21)C(=O)N[C@@H](Cc1ccccc1)C(=O)O | 1.3 | -0.5 | 5 | -4 | 0.9 | -10 | 2 | 6 | -0.4
COCCCNC(=O)CNC(=S)N(Cc1ccccc1F)C1CCCCC1 | 5.3 | -0.3 | -1 | 8 | -2.5 | -1 | 2 | 0 | 0.4
CCc1noc(C)c1C(=O)N1CCCSC1=Nc1ccccc1OC | -2.6 | . | -1 | . | -2.5 | -2 | -1 | -1 | 8.3
O=C(Nc1ccc(O)cc1C(=O)O)c1cccs1 | 0.4 | 0.6 | 5 | 0 | -1.3 | 1 | -2 | -5 | .
CCOC(=O)c1c(C)[nH]c(C2=NNC(=Nc3ccccc3)SC2)c1C | . | 2.3 | 4 | -6 | -0.7 | 16 | 4 | -3 | 2.2
CCOC(=O)[C@]12CCCC=C1N(Cc1ccco1)C(=O)[C@H](CC(=O)NCCCN1CCCC1=O)C2 | . | 0.0 | -9 | 5 | . | . | . | -6 | .
CC(C)(C)c1cc(NC(=O)Nc2ccccc2OC(F)(F)F)no1 | 1.2 | 1.0 | 13 | -17 | 2.0 | 7 | 3 | 13 | -2.0
CC(=O)Nc1ccc(-c2ccnc3c2CC(C)(C(=O)NCc2ccc(F)c(F)c2)O3)cc1 (configuration not stated) | . | -0.3 | 7 | -1 | -0.6 | 6 | 16 | 2 | 3.0
CC(C)N(C(=O)CSc1n[nH]c(=O)n1CCc1ccccc1)C(C)C | -1.5 | -0.8 | -3 | -1 | -2.9 | -6 | -1 | -8 | 1.7
CCc1nnc(NC(=O)CSc2nc3cccnc3n2Cc2ccccc2)s1 | -0.2 | 0.2 | 0 | 4 | -0.9 | -7 | -3 | 3 | -1.6
CCc1noc(C)c1C(=O)N1CCN(S(=O)(=O)c2cc(C)ccc2C)CC1 | -3.0 | 2.5 | -5 | 6 | 0.9 | 0 | 6 | 15 | -1.0
Cc1ccc(-c2ccc(CCC(=O)O)n2NC(=O)c2ccc([N+](=O)[O-])cc2)cc1 | -0.3 | 0.0 | -10 | -4 | -2.9 | -2 | -6 | 2 | -0.5
C=CCOc1ccccc1C1C2=C(CC(C)(C)CC2=O)Nc2c1c(=O)n(C)c(=O)n2C (configuration not stated) | 0.2 | 0.4 | 3 | -8 | -0.1 | 12 | 22 | -12 | .
COc1cccc(OCC(O)CN2CCN(C(c3ccccc3)c3ccccc3)CC2)c1 (configuration not stated) | -3.6 | . | -8 | . | -1.4 | 12 | 2 | 12 | -2.0
CC(C)(C)c1ccc(N/N=C(\C#N)S(=O)(=O)C(C)(C)C)cc1 | -2.3 | 0.1 | 1 | 4 | -0.9 | 22 | -2 | 2 | .
COc1ccc(NC(=O)N2CCC(Cc3ccccc3)CC2)cc1 | -1.1 | 0.6 | 12 | -2 | 0.6 | 4 | 53* | 14 | .
Cc1nnc(NC(=O)c2ccccc2Oc2ccccc2)s1 | -0.4 | 0.5 | 8 | 4 | -2.5 | 3 | 5 | 10 | 4.3
COC(=O)C1=C(c2ccc(Cl)c(C(F)(F)F)c2)C[C@@H]2CC[C@H]1N2C(=O)NCCCOC(C)C | 1.1 | -0.8 | . | -13 | -1.5 | 10 | 1 | . | 2.7

(cont.)
SMILES | Mtb UGM inh | BoNT-A LC inh2 | PrPC TRFRET | BoNT-F LC inh | FadD28 FP inh | GDH-TPI inh | FBA Mtb inh | CCHF vOTU inh | BioA inh
CCC1(O)CCC2C3CCC4=CC(=O)CCC4C3CCC21CC (configuration not stated) | . | -0.4 | 15 | -4 | -1.7 | 4 | -1 | -14 | 2.0
CC(C)c1ccc(OCc2ccc(C(=O)NN3CCN(C)CC3)o2)cc1 | -1.5 | -0.7 | -1 | 0 | -3.7 | -5 | -2 | -12 | .
O=C(NCc1ccco1)Nc1cccc(-c2ccccc2)c1 | . | 0.0 | -2 | 4 | -3.8 | -6 | 2 | 11 | 0.2
Cc1cc(C)c(C)c(S(=O)(=O)NCc2ccc(C(=O)NCC3CCCO3)cc2)c1C (configuration not stated) | -2.0 | -2.1 | 8 | 9 | -0.4 | -2 | 0 | 8 | -2.3
CN(CC(=O)NCCCc1ccccc1)S(=O)(=O)c1ccc(Br)cc1 | 2.0 | -3.2 | 6 | 31 | -0.8 | -5 | 0 | 2 | -1.5
CC1CCN(C(=O)CSc2ccc(-c3ccc4c(c3)OCCO4)nn2)CC1 | 0.5 | -0.4 | -2 | -16 | -1.7 | 11 | -1 | 15 | -0.3
Cc1c(OCC(=O)N(C)c2ccccc2)ccc2c3c(c(=O)oc12)CCC3 | 0.5 | -4.5 | 8 | -21 | -1.8 | 3 | 18 | 3 | 31
O=C(NCc1ccccc1)c1ccc2c(=O)n(CCCN3CCCC3=O)c(=S)[nH]c2c1 | -1.6 | . | -8 | . | -1.8 | 10 | 1 | -3 | .
O=C(O)c1cccc(COc2cccc3ccccc23)c1 | -2.8 | -1.0 | 5 | ? | -5.4 | -2 | 0 | -4 | -1.1
CCn1c(SCC(=O)N2CCCCC2)nc2c(c1=O)SCC2 | 0.5 | 0.9 | 12 | 8 | -4.8 | 6 | 3 | -2 | 11
CSc1nc(N)c(C#N)c(-c2ccccc2Cl)c1C#N | 0.2 | -0.1 | 6 | 1 | -9.7 | 19 | 0 | -5 | -1.0
N=c1sccn1CC(=O)Nc1ccc(Cl)c(S(=O)(=O)N2CCOCC2)c1 | -2.5 | 0.5 | 5 | -12 | -1.4 | -4 | 1 | 4 | -1.8
Cc1c[n+](CC(=O)c2ccccc2)c(C)cn1 | -2.3 | 3.4 | -12 | -124 | -2.3 | -7 | -3 | -14 | 0.0
COc1ccccc1N(C)S(=O)(=O)c1ccc(C(=O)Nc2ccc(N3CCOCC3)cc2)cc1 | -1.0 | -0.2 | 8 | -8 | -1.3 | 11 | 0 | -10 | -0.3
Cn1c(SCc2ccc(Br)cc2)nnc1-c1ccncc1 | -3.3 | -0.4 | 5 | -10 | 0.8 | -5 | 2 | 3 | 5.4
N#Cc1cccc(-n2c(-c3ccccc3)nnc2-c2ccccc2)c1C#N | -1.3 | 0.4 | -4 | -7 | -3.3 | 6 | 0 | 3 | -1.4
CC1=C(C(=O)N(C)C)CC(CC(=O)NCCc2ccccn2)C(=O)N1Cc1ccccc1 (configuration not stated) | . | 0.2 | 10 | 4 | 0.6 | 2 | 4 | 0 | -0.5
CCn1c(=O)c(C(=O)NC(C)c2ccccc2)c(O)c2ccccc21 (configuration not stated) | -2.2 | 2.5 | 10 | 12 | -0.6 | 4 | 1 | -4 | -1.5
COC(=O)c1oc2ccc(Br)cc2c1NC(=O)CN1CCN(C)CC1 | 1.8 | 0.4 | -14 | 1 | -4.0 | -3 | 3 | 1 | 0.1
CCCNC(=S)N1CCN(c2nc(-c3cccc(OC)c3)cs2)CC1 | 2.1 | -0.6 | -1 | ? | -1.8 | 3 | 1 | 14 | 0.8
Cc1ccc(OCC(=O)N/N=C/c2cccnc2)cc1C | 0.2 | 1.4 | 4 | 10 | -0.3 | 2 | -1 | -15 | 7.8
O=[N+]([O-])c1ccc2c(c1)Cc1cc(O)ccc1-2 | . | 0.5 | -33 | -4 | -2.2 | 30 | -4 | 3 | .
COc1ccc(-c2csc(NC(=O)CCNC(=O)c3ccco3)n2)cc1 | . | 0.2 | 8 | -4 | -5.0 | 4 | 0 | 5 | 1.8
CC(C)(C)c1ccc(C(=O)Nn2c(CCC(=O)O)ccc2-c2cccs2)cc1 | 0.7 | -2.4 | -2 | 0 | 4.1 | 7 | -1 | 1 | 1.6
COc1ccc(/C=C2\SC(=S)N(CC(=O)NC3C=CS(=O)(=O)C3)C2=O)cc1 (configuration not stated) | 2.1 | 0.2 | -10 | -5 | 1.2 | 8 | -1 | -8 | -4.2

(next part)
SMILES | Mtb UGM inh | BoNT-A LC inh2 | PrPC TRFRET | BoNT-F LC inh | FadD28 FP inh | GDH-TPI inh | FBA Mtb inh | CCHF vOTU inh | BioA inh
COC(=O)N1CCCc2cc(C)ccc21 | 0.6 | -0.6 | 1 | -2 | -0.5 | 1 | 5 | -12 | 0.5
Cc1cc(C)c(C)c(S(=O)(=O)N[C@@H](C)C(=O)OCc2cc(=O)n3cc(Br)ccc3n2)c1C | 0.2 | 1.0 | -15 | 5 | -14 | 17 | 0 | -14 | 2.0
COc1cc2sc(-c3ccccc3OC)c(-c3ccc(O)cc3)c2cc1OC | 4.4 | -0.4 | 2 | -2 | 1.8 | 8 | 0 | 10 | -3.4
Cc1ccc(OC(=O)COc2ccccc2C)c(-n2nc3ccccc3n2)c1 | 2.0 | -0.2 | 1 | -4 | 2.2 | 1 | 5 | 3 | -4.9
CCc1cc2c(=O)n(-c3ccccc3)cnc2s1 | -1.2 | 0.2 | 0 | -2 | 1.0 | -2 | 3 | 6 | -0.9
C[C@H](CO)N1C[C@H](C)[C@@H](CN(C)S(C)(=O)=O)Oc2c(NC(=O)C3CCCCC3)cccc2C1=O | 0.0 | -0.5 | -1 | 3 | -0.3 | 11 | 5 | 3 | 2.7&-3.6
O=C(c1cccnc1)N1CCc2ccccc21 | 0.8 | 8.4 | 0 | 10 | -2.7 | 3 | -4 | 8 | 2.8
CCSc1nnc(NC(=O)CSc2nnc(-c3c[nH]c4ccccc34)n2CC)s1 | 0.2 | -1.2 | -8 | -10 | -0.3 | 7 | -1 | -2 | 18
O=C(CSc1nc2[nH]ncc2c(=O)[nH]1)NCc1ccc(F)cc1 | -5.4 | 0.3 | 7 | 7 | 0.4 | 10 | -2 | 10 | 0.1
CC(=O)c1c(C)[nH]c(C(=O)NNC(=O)c2ccc(Br)cc2)c1C | -0.2 | 1.3 | 10 | 1 | -3.9 | 3 | 1 | -4 | 0.5
Cc1c(-c2ccccc2)oc2c(C(=O)OCC(=O)Nc3cccc(F)c3)cccc2c1=O | -0.2 | -0.4 | 1 | -4 | 0.1 | -1 | 4 | -4 | -0.4
